# Bioassay records: PubChem BioAssay, Broad Institute
# ERAP1 inh = blocks human ERAP1 aminopeptidase activity | Q9NZ08 | recombinant ERAP1, Leu-AMC fluorescence, 60 min | inhibition, % at 10.7 µM | 340,000 compounds, 0.15% hits | AID 652197;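 active means mean replicate inhibition of at least 30%, or all replicates individually reaching that 30% level; inactive means mean below 30% and not every replicate reaching it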;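 further: 0% = neutral control wells and 100% = L-leucinethiol positive control wells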
# Target sequence (Q9NZ08 whole entry, looked up): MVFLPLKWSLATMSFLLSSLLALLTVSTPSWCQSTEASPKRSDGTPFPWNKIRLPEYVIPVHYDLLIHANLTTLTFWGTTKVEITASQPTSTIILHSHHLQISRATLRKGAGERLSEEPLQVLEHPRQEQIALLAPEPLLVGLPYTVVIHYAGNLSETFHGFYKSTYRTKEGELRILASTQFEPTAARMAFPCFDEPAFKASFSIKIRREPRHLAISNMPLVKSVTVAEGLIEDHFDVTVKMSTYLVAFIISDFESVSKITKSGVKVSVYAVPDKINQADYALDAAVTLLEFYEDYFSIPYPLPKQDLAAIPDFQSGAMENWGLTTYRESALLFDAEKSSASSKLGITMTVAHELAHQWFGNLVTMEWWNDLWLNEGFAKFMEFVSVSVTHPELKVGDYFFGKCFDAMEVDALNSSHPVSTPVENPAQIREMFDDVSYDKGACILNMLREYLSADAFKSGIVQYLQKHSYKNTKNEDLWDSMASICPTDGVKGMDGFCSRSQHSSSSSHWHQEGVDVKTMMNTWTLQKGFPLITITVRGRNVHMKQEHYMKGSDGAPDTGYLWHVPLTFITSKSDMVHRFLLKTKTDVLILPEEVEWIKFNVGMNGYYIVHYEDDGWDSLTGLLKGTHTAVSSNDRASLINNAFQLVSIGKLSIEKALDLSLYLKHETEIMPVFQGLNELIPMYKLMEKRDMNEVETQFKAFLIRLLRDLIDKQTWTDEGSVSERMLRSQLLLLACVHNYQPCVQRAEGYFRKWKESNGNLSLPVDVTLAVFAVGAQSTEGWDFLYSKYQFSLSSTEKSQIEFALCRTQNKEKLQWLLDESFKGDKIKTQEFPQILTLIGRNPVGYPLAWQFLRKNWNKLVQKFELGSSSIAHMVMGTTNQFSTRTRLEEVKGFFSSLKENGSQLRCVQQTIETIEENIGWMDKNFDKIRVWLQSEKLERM
# RAD52 anneal inh = blocks human RAD52 DNA annealing. recombinant RAD52 DNA annealing, FRET fluorescence. 360,000 compounds, 0.46% hits. inhibition, % at 18.7 µM. P43351;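 active means every replicate showing at least 50% inhibition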
# E-selectin induc = induces E-selectin expression in human endothelial cells. P16581. HUVEC E-selectin immunofluorescence imaging; normalized: neutral wells 0, TNF-alpha wells 100. activation, % at 7.58 µM. 260,000 compounds, 0.37% hits. AID 686992;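 active means mean E-selectin-positive cell signal at least 10% of the positive control, reached in at least 60% of replicates, without over 20% cell loss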;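 further: in these data hits start at about 27%; measured in HUVEC primary endothelial cells; signal is the percent of cells scored E-selectin positive by PE staining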
#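 Test system – human umbilical vein endothelial cells (HUVEC), E-selectin induction · Input – 3,000 HUVEC seeded per well · Buffer or medium – EGM-2, gelatin · Compound dosing – single-point compound dose · Detection – immunofluorescence imaging · Measure – percent E-selectin-positive cells · Controls – TNF-alpha high, DMSO low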
# RAD54 inh = inhibitors of human RAD54 branch migration. RAD54 Holliday junction branch migration, FAM/BHQ fluorescence. inhibition, % at 10.4 µM. 360,000 compounds, 0.14% hits. AID 602329;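 active means mean normalized replicate activity at least 40 and at least half of replicates scoring 40 or more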;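 further: 0% = median of neutral control wells and 100% = median of positive control wells; inhibitors cause a drop in the FAM fluorescence signal; in these data hits start at about 50%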
# esBAF inh = blocks esBAF chromatin remodeling in mouse ES cells. Bmi1-luciferase knock-in reporter, 24 h; 100% = twice the neutral-well signal. 350,000 compounds, 2% hits. reporter increase, % at 12.5 µM; in the data active means activation above about 40%;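 further: 0% = median of the plate's neutral control wells and 100% = double that signal; a rise in the Bmi1 reporter signal indicates esBAF inhibition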
# ERp5 inh = inhibitors of human ERp5; Q15084; ERp5 insulin aggregation, absorbance 650 nm, 90 min; inhibition, % at 9.99 µM; 350,000 compounds, 0.05% hits; AID 651711;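 active means mean replicate inhibition above about 25%, with every replicate also reaching it, limit read from the data, passing the limit was not always enough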
# S100A4 MyoIIA = blocks human S100A4 binding to myosin IIA peptide; S100A4/TAMRA-MyoIIA peptide fluorescence polarization; inhibition, % at 10.7 µM; 360,000 compounds, 0.14% hits; AID 652163;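 active means mean inhibition of at least 70% across replicates, with every replicate also reaching that level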
# Target sequence (P26447 whole entry, looked up): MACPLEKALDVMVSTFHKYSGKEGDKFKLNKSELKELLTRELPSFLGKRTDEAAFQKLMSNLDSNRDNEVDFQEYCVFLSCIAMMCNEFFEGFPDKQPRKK
#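 Material: S100A4 monomer (human). Medium: Calcium-containing HEPES buffer, pH 7.2. Probe or stimulus: labelled myosin peptide probe, 5 nM. Compound dosing: one concentration per compound. Timing: polarization read 5 min after assay mix addition, stable 5–60 min. Benchmarks: DMSO as neutral control, TFP as positive control.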
# Xi reactivation = reactivates the inactive X chromosome in mouse fibroblasts | XiGFP mouse fibroblasts, % GFP-positive cells imaging, 3 d; cells co-treated with 5-aza-dC sensitizer; scaled so ellipticine positive control = 100% | activation, % at 7.58 µM | 360,000 compounds, 0.055% hits;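 active means mean normalized replicate activation at least 10% and every replicate at or above 10%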;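 further: 0% = median of on-plate neutral control wells and 100% = ellipticine 6 µM median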
#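 Assay system – SV40-immortalized XiGFP fibroblast cells, line 68-5-11 · Buffer or medium – DMEM supplemented with 5-aza-dC as sensitizing agent · Dosing – one concentration, pinned · Benchmarks – positive control ellipticine, 6 µM final · Times – 3 days compound exposure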
# * marks the source's active call; other numbers are inactive results; x = no result given.
# The opening three records, ahead of the listing:
# Results follow in this order: ERAP1 inh	RAD52 anneal inh	E-selectin induc	RAD54 inh	esBAF inh	ERp5 inh	S100A4 MyoIIA	Xi reactivation
- COc1ccc(CN(C)C[C@H]2OCCCC[C@H](C)Oc3ccc(NC(=O)Nc4ccccc4)cc3C(=O)N([C@H](C)CO)C[C@H]2C)cc1
  x	x	0.1	2	0	x	x	0.2
- Cc1ccc(/C=C/C(=O)OC(C)C(=O)NC2CCCCC2C)o1 (configuration not stated)
  -1	-10	0.3	x	x	-4	-2	0.0
- O=C(COC(=O)c1cc(F)cc(F)c1)NCCCc1ccccc1
  0	-13	0.0	0	-1	3	2	0.2

# This part in full, from the start:
# Results follow in this order: ERAP1 inh	RAD52 anneal inh	E-selectin induc	RAD54 inh	esBAF inh	ERp5 inh	S100A4 MyoIIA	Xi reactivation
- COc1ccc(CN(C)C[C@H]2OCCCC[C@H](C)Oc3ccc(NC(=O)Nc4ccccc4)cc3C(=O)N([C@H](C)CO)C[C@H]2C)cc1
  x	x	0.1	2	0	x	x	0.2
- Cc1ccc(/C=C/C(=O)OC(C)C(=O)NC2CCCCC2C)o1 (configuration not stated)
  -1	-10	0.3	x	x	-4	-2	0.0
- O=C(COC(=O)c1cc(F)cc(F)c1)NCCCc1ccccc1
  0	-13	0.0	0	-1	3	2	0.2
- COc1cc(O)c(C(CCN2CCCC2)c2ccc3c(c2)OCO3)c(OC)c1 (configuration not stated)
  -7	0	1.1	4	-5	-2	2	-0.1
- c1ccc(CCSc2ncnc3nc[nH]c23)cc1
  5	-10	x	-4	13	-2	10	0.1
- COc1ccccc1CN1[C@H](CO)[C@@H]2c3ccccc3N(C(=O)C3CCCCC3)C[C@@H]21
  -4	-11	0.0	-3	-9	3	15	3.0
- O=C(Nc1nnc(Cc2ccc(Cl)cc2)s1)C1CCCO1 (configuration not stated)
  2	-6	3.6	x	x	-9	2	0.2
- CCCCNC(=O)CCC(=O)Nc1ccc2nc(N3CCN(C)CC3)cc(C)c2c1
  -3	-2	0.4	6	1	2	1	-0.3
- C[C@H]1CN([C@@H](C)CO)C(=O)c2cccc(NS(=O)(=O)c3ccc(F)cc3)c2O[C@@H]1CN(C)C(=O)Nc1ccc(C(F)(F)F)cc1
  -1	-5	0.0	5	6	5	-3	-1.0
- O=C(Nc1ccon1)c1ccc(N2CCCCC2)c([N+](=O)[O-])c1
  0	-9	1.3	x	x	0	-18	0.3
- CCCCC[C@@H](C)N1C[C@H](COCc2ccccc2)Oc2cc(N3CCC[C@H]3COC)ccc2S1(=O)=O
  x	-15	0.6	x	x	9	-6	0.2
- Cc1ccc(C)c(SCC(=O)OCC(=O)c2ccco2)c1
  8	-31	x	1	2	3	-5	x
- CCn1c(=O)n(CC)c2cc(N3CCCC3)c(NC(=O)c3ccccc3OC)cc21
  0	-7	x	-5	-9	11	4	0.3
- CN(C(=O)c1cccc(NC(=O)Cc2cccc(NC(=O)C3CCN(C(=O)c4ccccc4)CC3)c2)c1)C1CC1
  x	-11	x	-12	-3	3	0	-0.1
- COc1cc2c(cc1O)C(Cc1ccc(O)cc1)[N+](C)([O-])CC2 (configuration not stated)
  x	2	0.4	-2	6	-3	2	0.1
- O=C(CCCc1ccccc1)N1CCN(C2CCCCC2)CC1
  0	-16	1.2	-5	18	-2	1	0.0
- O=C(C[C@H]1C[C@@H]2c3cc(NC(=O)Nc4ccccc4F)ccc3O[C@@H]2[C@H](CO)O1)NCc1ccc2c(c1)OCO2
  0	4	-0.1	-11	-4	-2	-5	0.0
- COC(=O)C[C@@H]1C[C@H]2c3cc(NC(=O)Nc4ccccc4)ccc3O[C@H]2[C@H](CO)O1
  -1	4	0.0	13	-1	0	1	0.0
- CC(C)(C)NC(=O)NC(=O)COC(=O)c1cccc(F)c1
  4	-17	x	-12	-3	-1	-4	0.0
- COc1cccc(CN(C)CC(=O)NCc2ccc(C)cc2)c1
  -2	-7	x	-5	-3	1	-1	0.1
- CC=CC1OCC(CC)C(CCC)O1 (configuration not stated)
  -6	2	1.7	x	-13	1	23	0.2
- CC1CCCCN1S(=O)(=O)c1ccc(S(=O)(=O)N(Cc2ccccc2)Cc2ccco2)cc1 (configuration not stated)
  -1	-31	x	7	-3	-6	1	x
- CO[C@@H]1CN(C)C(=O)c2ccc(NC(=O)Nc3ccc4c(c3)OCO4)cc2OC[C@H](C)NC[C@@H]1C
  -3	-123	0.3	-9	60*	0	25	0.0
- O=C(CSc1nnc(-c2ccco2)n1-c1ccccc1)NCC1CCCO1 (configuration not stated)
  2	-13	6.0	-25	-3	4	-1	0.0
- COc1cccc(C2NC(=O)N(CCCC(=O)O)C(C)=C2C(=O)OCc2ccccc2)c1 (configuration not stated)
  -4	-9	-0.1	x	x	2	6	-0.1
- O=C(CSc1nnnn1C1CCCCC1)N1CCN(C(=O)c2ccco2)CC1
  0	6	x	x	x	2	-4	0.2
- CC(=O)N(\C=C/C=C/C=C1\Sc2ccccc2C1=O)c1ccccc1
  1	-149	0.2	-4	5	3	-7	0.3
- C[C@@H]1CCCCO[C@@H](CN(C)S(=O)(=O)c2ccc(Cl)cc2)[C@H](C)CN([C@H](C)CO)C(=O)c2cc(NC(=O)NC3CCCCC3)ccc2O1
  3	26	0.3	-4	-6	-2	2	-0.9
- O=C(Nc1cccc(C(=O)O)c1)/C(=C/c1ccc([N+](=O)[O-])cc1)NC(=O)c1ccccc1
  -46	-14	4.5	-1	x	8	9	0.4
- Cc1noc(C)c1S(=O)(=O)N(C)C[C@H]1Oc2ccc(NC(=O)Nc3ccc4c(c3)OCO4)cc2CC(=O)N([C@H](C)CO)C[C@@H]1C
  -1	-6	-14	5	17	8	10	0.1

# The list continues.
# Results follow in this order: ERAP1 inh	RAD52 anneal inh	E-selectin induc	RAD54 inh	esBAF inh	ERp5 inh	S100A4 MyoIIA	Xi reactivation
- CCCc1ccc(-c2ccc(/C=C/C(=O)O)cc2)nc1
  5	-11	-0.8	x	x	9	0	-0.1
- CC(=O)N1CCN(c2ccccc2NC(=O)c2ccco2)CC1
  2	-3	0.1	0	-7	-2	4	0.4
- CCCN(C)C[C@H]1OCCCC[C@@H](C)Oc2ccc(NS(=O)(=O)c3ccc(OC)cc3)cc2C(=O)N([C@H](C)CO)C[C@@H]1C
  0	13	0.0	2	-1	4	-19	0.2
- O=C1N[C@@H](Cc2ccccc2)COC(=O)[C@H](Cc2ccc(F)cc2)C/C=C\C[C@@H]1CC(=O)N(CCO)Cc1ccccc1
  -3	-5	1.1	7	15	5	-2	-0.1
- Cc1c(NS(=O)(=O)c2cc(C(=O)NCc3cccc(Cl)c3)ccc2Cl)c(=O)n(-c2ccccc2)n1C
  6	-8	x	0	4	2	-14	0.0
- CN1C(=O)c2c(C(=O)Nc3ccc(Oc4ccncc4)cc3)[nH]c(-c3ccccc3)c2C1=O
  2	-5	0.7	-9	-11	0	4	-0.1
- O=C(NCc1ccc2c(c1)OCO2)c1c(-c2ccsc2)sc2ccccc12
  0	-18	-0.5	-6	21	2	26	0.1
- C[C@H]1CN([C@@H](C)CO)C(=O)Cc2cc(NC(=O)CCC(F)(F)F)ccc2O[C@@H]1CN(C)Cc1ccc(Cl)c(Cl)c1
  3	17	-13	5	4	-8	1	0.4
- COc1ccc(Cl)cc1N=Cc1c(O)c2ccccc2oc1=O
  -1	-9	0.1	-6	-1	1	-6	0.0
- O=c1[nH]c(N2CCCCCC2)nc2ncn(Cc3ccccc3)c12
  2	-1	8.1	-4	1	-8	-3	0.0
- CC(Oc1ccccc1)C(=O)Nc1nc(-c2ccccn2)cs1 (configuration not stated)
  -1	-11	0.7	-1	-13	1	0	0.0
- COCCNc1nc2nonc2nc1N1CCCC1c1nccs1 (configuration not stated)
  -4	-68	x	-13	2	-6	3	0.0
- Cc1cc2nc(C(C)(C)C)c(Cc3ccsc3)n2c(C)c1Br
  x	-7	-0.5	x	x	5	-4	0.0
- CCS(=O)(=O)Nc1ccc(C2=NN(S(C)(=O)=O)C(c3cccs3)C2)cc1 (configuration not stated)
  2	-26	x	x	x	3	-9	0.0
- Cc1cc(C)nc(NC(=NCCc2c[nH]c3ccccc23)NC(=O)Nc2ccc(Cl)c(Cl)c2)n1
  -2	-7	x	x	x	0	-5	0.1
- O=C(CNC(=O)c1cccs1)NC1=NCCS1
  -8	-1	x	-1	7	-2	3	x
- CCOc1ccc(NC(=O)CNC(=O)c2nn(-c3ccc(OC)cc3)c(=O)c3ccccc23)cc1
  1	-35	0.2	4	8	4	-2	0.0
- C/C(=N/NC(=O)CNC(=O)c1ccccc1F)c1ccc2c(c1)CCCC2
  0	-7	x	5	-6	-4	0	0.0
- O=C(NCC1CCCO1)C(=O)NCC1CCCN1S(=O)(=O)c1ccccc1 (configuration not stated)
  0	-16	0.1	2	8	2	-12	0.0
- CCN(CC)C(=O)c1cccc(NC(=O)c2ccc3c(=O)n4c(nc3c2)CCC4)c1
  -6	-8	0.5	x	x	-3	0	0.3
- C[C@@H]1CN([C@@H](C)CO)C(=O)c2cc(-c3ccccc3F)cnc2O[C@H]1CN(C)C(=O)C1CCC1
  -3	-6	0.8	2	-1	7	11	0.1
- COc1ccccc1C(C)NS(=O)(=O)c1ccc(Cl)nc1 (configuration not stated)
  0	-5	x	2	-6	2	8	0.3
- C[C@@H]1CN([C@@H](C)CO)C(=O)c2cc(C3=CCCCC3)cnc2O[C@@H]1CN(C)S(=O)(=O)c1cn(C)cn1
  2	9	1.4	13	-4	4	4	0.0
- COc1ccc2c3c(n(C)c2c1)[C@H](CO)N(C(=O)C1CCC1)CC31CN(C(=O)CN(C)C)C1
  0	5	-0.3	x	x	-12	-27	-0.1
- C[C@H]1CN([C@@H](C)CO)C(=O)c2cc(C#CC(C)(C)O)cnc2O[C@@H]1CN(C)C(=O)C1CCOCC1
  -3	1	-0.2	-1	-3	9	4	0.6
- COC(=O)N1C(=O)[C@](c2ccc(Cl)cc2)(C(C)C)N1C(=O)OC
  x	-10	-0.1	3	-8	-2	1	0.0
- COc1ccc(S(=O)(=O)Nc2ccc3c(c2)C(=O)N([C@H](C)CO)C[C@@H](C)[C@H](CN(C)CC2CC2)O3)cc1
  -1	13	-0.1	7	-5	0	-3	0.6
- Cc1noc(C)c1S(=O)(=O)Nc1ccc2c(c1)C(=O)N([C@@H](C)CO)C[C@@H](C)[C@H](CN(C)S(C)(=O)=O)O2
  1	4	4.0	2	1	5	-2	0.0
- CCN1CCN(c2cc(C)c3cc(NC(=S)N4CCOCC4)ccc3n2)CC1
  3	78*	-0.2	x	x	6	-8	-0.1
- Cc1ccc(S(=O)(=O)N(C)C[C@H]2Oc3ncc(-c4ccccc4)cc3C(=O)N([C@H](C)CO)C[C@@H]2C)cc1
  0	-1	0.3	7	-1	0	2	-0.1

# Going on with the list:
# Results follow in this order: ERAP1 inh	RAD52 anneal inh	E-selectin induc	RAD54 inh	esBAF inh	ERp5 inh	S100A4 MyoIIA	Xi reactivation
- Cc1cc(NC(=O)CSc2nc3ccccc3n2CCC#N)no1
  -3	-18	3.5	x	x	-2	-11	-0.1
- Cc1cccc(OCC(=O)NNC(=O)c2ccc([N+](=O)[O-])cc2)c1
  x	-2	1.4	1	-5	-2	-3	0.0
- CCOC(=O)N1CCc2[nH]c3ccc(C)cc3c2C1
  4	-41	0.3	2	2	6	-3	0.0
- CC(C)(C)NC(=O)C1c2ccccc2OCC(=O)N1Cc1ccc2c(c1)OCO2 (configuration not stated)
  0	-13	x	x	x	0	-3	0.1
